proCasp7 act = procaspase-7 activators, primary screen, counter-screen for procaspase-3 activator project, biochemical, absorbance, HTS, human; Caspase-7 (Homo sapiens), P55210; recombinant procaspase-7, Ac-DEVD-pNA absorbance 405 nm; D23A/D198A/D206A triple mutant, cannot self-cleave; scale: DMSO 0, 5 µM enzyme 100; activation, % at 8.5 µM; hit rate 0.093% among 330,000; AID 463210, 2010;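 active = percent activation above the screen-wide mean plus 3 SD, cut at about 25% in these data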
Target sequence (P55210 whole entry D23A/D198A/D206A): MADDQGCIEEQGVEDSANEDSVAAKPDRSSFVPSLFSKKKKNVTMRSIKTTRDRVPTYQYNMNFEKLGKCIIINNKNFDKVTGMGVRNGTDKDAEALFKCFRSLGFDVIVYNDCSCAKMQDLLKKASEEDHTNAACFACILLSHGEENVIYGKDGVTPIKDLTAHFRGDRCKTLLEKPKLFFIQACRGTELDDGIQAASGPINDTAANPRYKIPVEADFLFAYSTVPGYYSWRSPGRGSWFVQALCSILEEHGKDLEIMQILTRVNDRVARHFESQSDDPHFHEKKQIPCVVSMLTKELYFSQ
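System: Procaspase-7 triple mutant (PC-7 D3A); measure: % activation from two-timepoint absorbance difference, scaled to controls; times: 1 h compound preincubation, 2 h substrate cleavage, 25 °C; also added: Ac-DEVD-pNA substrate, 400 µM as added; measured by: Epi-absorbance of released pNA at 405 nm, two timepoints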
procasp3 activ = activators of human procaspase-3 D3A mutant, primary screen, biochemical, absorbance, PC-3 D3A mutant, single concentration | Caspase-3 (Homo sapiens), P42574 | recombinant procaspase-3 D3A, Ac-DEVD-pNA absorbance 405 nm | activation, % at 8.5 µM | hit rate 0.11% among 330,000 | AID 463141, 2010;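 active = activation above the mean of all tested compounds plus 3 SD, cut at about 21% in these data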;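 note: 0% = DMSO alone and 100% = DMSO wells spiked with extra 5 µM PC-3 D3A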
Target sequence (P42574 whole entry D9A/D28A/D175A): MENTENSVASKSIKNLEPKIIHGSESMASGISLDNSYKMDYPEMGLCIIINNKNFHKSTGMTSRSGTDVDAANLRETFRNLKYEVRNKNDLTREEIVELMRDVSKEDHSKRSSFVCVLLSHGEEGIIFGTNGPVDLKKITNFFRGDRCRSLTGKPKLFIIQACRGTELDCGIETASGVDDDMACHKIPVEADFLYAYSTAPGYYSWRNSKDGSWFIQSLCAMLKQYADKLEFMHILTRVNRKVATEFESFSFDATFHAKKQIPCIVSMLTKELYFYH
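assay system = Procaspase-3 D3A mutant | signal = absorbance at 405 nm, 0 and 120 min | times = 1 h preincubation plus 2 h reaction at 25 °C | repeats = single replicate | read-out = % activation between DMSO and enzyme-spiked controls | medium = Zinc-free HEPES saline buffer with Triton X-100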
TPT1 inhibitor = Candida albicans TPT1 enzyme inhibitors, primary screen, biochemical, fluorescence polarization; inhibition, % at 5 µM; hit rate 0.81% among 300,000; recombinant caTPT1, FP RNA substrate dephosphorylation; tRNA 2'-phosphotransferase TPT1 (Candida albicans SC5314);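 active = inhibition above the mean of all tested compounds plus 3 SD, set per screening campaign, cut at about 24% in these data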;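 note: plate controls were DMSO alone for no effect and ferristatin control at 100 nM for full effect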
Efflux pump mplx = inhibitors of Candida efflux pumps in yeast, primary screen, S. cerevisiae, Nile Red, multiplex; S. cerevisiae Candida pump triplex; inhibition, % at 10 µM; hit rate 0.44% among 330,000;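 active = plate passing quality check with inhibition over a set limit, or well fluorescence over plate mean plus 4 SD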;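 note: Nile Red retained in pooled yeast measured as flow cytometry median fluorescence; 0% = buffer negative control and 100% = Enniatin B positive control; higher means more Nile Red kept so more efflux inhibition; some compounds called inactive have numbers as strong as hits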
PP1 counter = PP1-alpha phosphatase inhibitors, primary screen, counter-screen for PP5 inhibitor project, biochemical, fluorescence, OMFP substrate, single point. hit rate 0.9% among 320,000. Serine/threonine-protein phosphatase PP1-alpha catalytic subunit (Homo sapiens), P62136. purified PP1alpha. AID 2235, 2010. inhibition, % at 6.7 µM;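 active = inhibition above the mean inhibition of all tested compounds plus 3 SD, computed separately for each screening campaign, cut at about 15% in these data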
Target sequence (P62136 whole entry, looked up): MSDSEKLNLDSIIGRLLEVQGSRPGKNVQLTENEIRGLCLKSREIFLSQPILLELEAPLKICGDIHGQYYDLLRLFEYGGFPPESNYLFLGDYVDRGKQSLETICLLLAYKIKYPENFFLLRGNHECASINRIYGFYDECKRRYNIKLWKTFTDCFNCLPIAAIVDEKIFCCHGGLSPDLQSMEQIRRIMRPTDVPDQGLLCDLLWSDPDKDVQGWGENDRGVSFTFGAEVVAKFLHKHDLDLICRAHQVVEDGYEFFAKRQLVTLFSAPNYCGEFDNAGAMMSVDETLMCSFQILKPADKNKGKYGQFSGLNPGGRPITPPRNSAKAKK
JMJD2C inh = inhibitors of GASC-1 histone demethylase, primary screen, biochemical, fluorescence, DELFIA europium; hit rate 0.069% among 330,000; inhibition, % at 2.35 µM; Lysine-specific demethylase 4C (Homo sapiens), Q9H3R0; GST-JMJD2C(1-420) H3K9me3 demethylation;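 active = more than half of a compound's replicate wells show inhibition beyond 50%, single wells judged on their own value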;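 note: signal counts dimethyl H3K9 product captured on neutravidin plate; 0% = median of DMSO wells and 100% = 0.3 times that DMSO median; strong numbers were not always called active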
Fh CTSL1 inh = Fasciola hepatica cathepsin L1 inhibitors, primary screen, counter-screen for PFM18AAP inhibitor project, biochemical, QFRET, fluorogenic peptide substrate | hit rate 0.49% among 300,000 | recombinant F. hepatica cathepsin L1, Z-Leu-Arg-MCA fluorescence | inhibition, % at 5.96 µM;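 active = inhibition above the mean of all tested compounds plus 3 SD, set per screening campaign, cut at about 17% in these data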;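 note: 0% = plate median of test compound wells and 100% = 1 µM Z-Phe-Ala-diazomethylketone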
PP5 inh = PP5 phosphatase inhibitors, primary screen, biochemical, fluorescence; Serine/threonine-protein phosphatase 5 (Homo sapiens), P53041; purified PP5c, OMFP substrate fluorescence; inhibition, % at 6.7 µM; hit rate 0.18% among 320,000; AID 1987, 2009;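 active = inhibition above the campaign's mean inhibition across all tested compounds plus 3 SD, cut at about 9.5% in these data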;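 note: 0% = DMSO only and 100% = 100 µM cantharidin control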
HCV core dimer = inhibitors of HCV core protein dimerization, primary screen, biochemical, TR-FRET, high-throughput; hit rate 0.33% among 300,000; AID 1899, 2009; inhibition, % at 5 µM; TR-FRET GST/Flag-core106 dimerization, 1536-well;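 active = inhibition above the mean of all tested compounds plus 3 SD, set per screening campaign, cut at about 45% in these data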
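Material: GST/Flag-tagged HCV core106 proteins. Incubation: 4 h, 22.5 °C incubation. Read-out basis: inhibition (%) from 671 over 617 nm ratio. Measured by: TR-FRET, excitation 340 nm, emission 617 and 671 nm.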
An asterisk follows results filed as active; i = inactive; · = no result given; & = joins results of further samples.

SMILES	PP1 counter	HCV core dimer	procasp3 activ	JMJD2C inh	Efflux pump mplx	proCasp7 act	PP5 inh	TPT1 inhibitor	Fh CTSL1 inh
COC(=O)C1=C(c2cccc(OCc3ccccc3)c2)C[C@@H]2CC[C@H]1N2C(=O)NCc1ccccc1	3	·	10	-1	0.1	8	0.8	·	·
Cn1c(O)c(/C=C/C=Nc2ccccc2)c(=O)n(C)c1=S	-2	-11	-8	17	0.2	-3	2.7	134*	-4
CN1C[C@@H]2C[C@@H](c3cccn3-c3ccccn3)N3CCC[C@@]23C1=O	-2	-3	-1	-2	-0.4	6	3.4	-6	7
Cc1ccc2c(c1)C1CN(C)CCC1N2C(=O)c1ccc(Br)o1 (centres undefined)	0	5	0	1	0.6*	-5	1.2	7	-3
C[C@]12CC[C@@H](O)CC1=CCC1C2CC[C@@]2(C)C1CC[C@@H]2N (some centres undefined)	·	·	17	5	-0.1	13	·	·	·
CN1C(=O)N(C)C(=O)C2(Cc3cc([N+](=O)[O-])ccc3N3CCN(C(=O)c4ccccc4)CC32)C1=O (centres undefined)	-1	4	-3	-16	0.0	0	0.1	2	1
COc1ccc(N2C(=O)NC(=O)/C(=C/c3cccc(OC(=O)c4cccs4)c3)C2=O)cc1Cl	3	4	-12	38	0.4	-16	-1.3	5	-8
C=CCN1C(=O)NC(=O)/C(=C/c2cccn2C)C1=O	-1	-5	-5	0	0.0	-5	1.0	52*	1

More entries
SMILES	PP1 counter	HCV core dimer	procasp3 activ	JMJD2C inh	Efflux pump mplx	proCasp7 act	PP5 inh	TPT1 inhibitor	Fh CTSL1 inh
CCC(=NCCCN(C)C)c1c(O)n(-c2ccc(OC)cc2)c(=O)[nH]c1=O	-1	1	3	4	0.0	-1	2.9	-4	-4
CCN(CCNc1ccc([N+](=O)[O-])c2cccnc12)S(=O)(=O)c1ccc(Cl)cc1	4	6	-13	-6	-0.2	0	1.6	0	0
O=c1c2ccccc2nc(Cc2ccccc2)n1-c1ccc(O)cc1	-2	4	0	4	0.0	-2	3.1	-2	0
C[C@@H](N)Cc1cnc[nH]1	0	-184	-4	0	-0.1	3	-0.7	1	-1
CCOC(=O)N(c1ccccc1)P1(=S)OCCO1	3	-1	-21	0	0.0	-20	3.9	-1	-2
CCOc1ccc2oc(C(=O)NN3C(C)CCCC3C)c(C)c2c1 (centres undefined)	-1	3	10	3	0.1	-1	-0.2	4	-2
Nc1ccccc1N=Cc1c(O)n(CCC2=CCCCC2)c(=O)[nH]c1=O	-2	5	-8	10	0.1	3	0.4	4	1
COC(=O)C1=C(c2ccc(F)cc2OCc2ccccc2)C[C@@H]2CC[C@H]1N2C(=O)NCCOc1ccc(OC)cc1	14	·	4	-5	0.0	-4	4.0	·	·

(next part)
SMILES	PP1 counter	HCV core dimer	procasp3 activ	JMJD2C inh	Efflux pump mplx	proCasp7 act	PP5 inh	TPT1 inhibitor	Fh CTSL1 inh
c1ccc2nc(N3CCNCC3)ccc2c1	-3	0	12	·	0.0	-2	2.9	5	3
CN1C(=O)/C(=C\c2ccc(N3CCCCC3)o2)C(=O)NC1=S	0	-6	2	10	0.1	-3	4.5	113*	5
Cc1cc(/C=C2\C(=O)NC(=S)N(C)C2=O)c(C)n1C1CCCCC1	1	3	-15	-1	0.5	-14	0.9	16	-7
COC(=O)C(C)Oc1cc(C)cc2oc(=O)c3c(c12)CCCC3 (centres undefined)	-1	2	7	-18	-0.1	-1	0.4	3	1
CCc1ccc(-c2nn(Cc3ccccc3)cc2C=O)cc1	1	-8	5	-9	0.0	0	4.8	1	-3
CN(C)C(=O)Oc1ccc2c(c1)O/C(=C\c1cccc([N+](=O)[O-])c1)C2=O	3	15	5	-2	-0.2	17	3.7	2	2
OCC1CO1 (centres undefined)	-7	·	-4	-1	0.1	8	3.0	·	·
CCCCOc1ccc(CN2CCN(CCO)CC2)cc1	-2	-2	2	-14	-0.3	13	0.0	-8	0

Shown with each value named: part of the list above
CN(C)C(=O)Oc1ccc2c(c1)O/C(=C\c1cccc([N+](=O)[O-])c1)C2=O
  PP1 counter: 3
  HCV core dimer: 15
  procasp3 activ: 5
  JMJD2C inh: -2
  Efflux pump mplx: -0.2
  proCasp7 act: 17
  PP5 inh: 3.7
  TPT1 inhibitor: 2
  Fh CTSL1 inh: 2
COC(=O)C(C)Oc1cc(C)cc2oc(=O)c3c(c12)CCCC3 (centres undefined)
  PP1 counter: -1
  HCV core dimer: 2
  procasp3 activ: 7
  JMJD2C inh: -18
  Efflux pump mplx: -0.1
  proCasp7 act: -1
  PP5 inh: 0.4
  TPT1 inhibitor: 3
  Fh CTSL1 inh: 1

Next section:
SMILES	PP1 counter	HCV core dimer	procasp3 activ	JMJD2C inh	Efflux pump mplx	proCasp7 act	PP5 inh	TPT1 inhibitor	Fh CTSL1 inh
O=c1cccc2n1CC1CC2CN(c2nc(N3CCCCC3)nc(N3CCCCC3)n2)C1 (centres undefined)	-2	3	-3	12	0.1	-5	-1.2	0	-7
O=C(c1cn(Cc2ccccc2F)c2ncccc12)C(F)(F)F	6	-8	6	-13	-0.1	14	3.9	-4	4
CCCN1CCc2cc(O)cc3c2[C@H]1Cc1ccc(O)c(O)c1-3	4	-15	-17	-3	-0.1	-23	0.8	-1	5
CN(C)C(=O)Oc1ccc2oc(=O)cc(-c3cc4ccccc4o3)c2c1	3	6	4	-7	-0.1	1	1.4	-1	0
Oc1c(Br)cc(Br)cc1Br	-2	·	-4	10	0.0	7	-2.4	·	·
O=C(c1cc2nc(-c3ccccc3)cc(-c3ccccc3)n2n1)N1CCC2(CC1)OCCO2	2	19	8	3	0.2	3	2.9	-1	3
CC(C)n1cc(C(=O)N(CC(=O)NC2CCCC2)Cc2ccccc2)cn1	-9	1	-8	33	0.2	-9	3.7	2	-4
O=c1[nH]c(=O)n(Cc2ccc(F)cc2)c(O)c1C=NCCCO	3	-2	10	8	-0.1	4	-0.5	1	1

The list goes on:
SMILES	PP1 counter	HCV core dimer	procasp3 activ	JMJD2C inh	Efflux pump mplx	proCasp7 act	PP5 inh	TPT1 inhibitor	Fh CTSL1 inh
Cc1cc(/C=C2\C(=O)NC(=O)N(c3ccc(Br)cc3)C2=O)c(C)n1-c1cc(C(=O)O)cc(C(=O)O)c1	5	5	-2	3	-0.1	-11	-0.2	15	4
O=C1NC(=O)N(c2ccc3c(c2)OCO3)C(=O)/C1=C\c1ccc(N2CCCCC2)o1	3	-6	-7	-1	-0.1	3	5.6	126*	7
CCC(=O)OC1(c2ccccc2)CCN(C)CC1C (centres undefined)	-1	1	1	-6	0.1	4	4.6	3	0
Cn1c(C(=O)O)c(CC(=O)N2CCN(Cc3ccccc3)CC2)c2ccccc21	-4	2	3	3	0.0	-1	-0.3	-1	-2
O=C(Nc1cccnc1)c1c(O)c2c(n(Cc3ccccc3)c1=O)CCCC2	5	7	4	1	0.0	-5	0.5	-2	3
CCCNC(=O)N1[C@H]2CC[C@@H]1C(C(=O)OC)=C(c1cccc(Cl)c1)C2	-8	·	7	11	-0.1	-1	-1.6	·	·
COc1ccc(C2CC(c3c(O)n(CCc4ccccc4)c(=O)[nH]c3=O)=NN2)cc1OC (centres undefined)	12	4	-19	5	-0.2	-13	0.5	18	0
Cc1cc(N=Nc2ccccc2C)ccc1N	0	-8	-9	-3	0.0	4	3.2	0	1

The list goes on.
SMILES	PP1 counter	HCV core dimer	procasp3 activ	JMJD2C inh	Efflux pump mplx	proCasp7 act	PP5 inh	TPT1 inhibitor	Fh CTSL1 inh
CC(N)C(=O)OC(C)(C)Cc1ccc(Cl)cc1 (centres undefined)	-2	4	7	6	-0.1	3	-0.1	-5	1
CC(Cc1cnccn1)NCc1c(C(=O)N2CCCCCCC2)nc2ccc(Cl)cn12 (centres undefined)	1	-7	8	5	-0.1	-1	0.5	-1	1
COC(=O)C1C(OC(=O)c2ccccc2)CC2CCC1N2C (centres undefined)	-2	-4	8&14	-13	0.3&-0.2	0&3	1.5	-4	-1
C=C1[C@@H](OC(C)=O)[C@]23C[C@@H]1[C@@H](OC(C)=O)CC2[C@]12C4C[C@H]3[C@H]1N(CC)C[C@]4(C)CC[C@@H]2O (some centres undefined)	-3	2	13	-24	-0.4	6	0.9	1	-1
CCn1cc(C(=O)N2CCCCC2)c2ccccc21	-2	-4	4	-18	0.1	0	0.0	-3	6
Cc1ccccc1N1C(=O)CC(=O)NC1=O	-4	-5	-13	-1	0.0	-9	-0.3	8	3
Cc1cccc(NP(=O)(Oc2ccccc2)Oc2ccccc2)c1C	6	2	0	6	-0.3	-1	6.6	0	-1
O=C(CN1CCCCC1)c1ccc(F)cc1	1	1	2	6	0.0	-1	2.1	1	-3

Carrying on:
SMILES	PP1 counter	HCV core dimer	procasp3 activ	JMJD2C inh	Efflux pump mplx	proCasp7 act	PP5 inh	TPT1 inhibitor	Fh CTSL1 inh
Cc1ccc2c(c1)C1CN(C)CCC1N2C(=O)c1cn(-c2ccccc2)nc1-c1ccccc1 (centres undefined)	7	-2	1	i	0.4	9	4.3	-1	-7
COc1cc(OC)cc(-n2nc(C(=O)N3CCC4(CC3)OCCO4)c3ccccc3c2=O)c1	0	-1	-5	6	-0.1	0	1.0	-8	1
CC1=NCCc2c1[nH]c1cc(O)ccc21	-11	-1	-9	·	0.0	-8	-5.3	-102	3
COC(=O)C1=C(c2ccc(OC(F)(F)F)cc2)C[C@@H]2CC[C@H]1N2C(=O)NC(C)C	-3	·	0	1	-0.1	12	0.0	·	·
O=C(NC1CC1)C1CSC(c2cccnc2)=N1 (centres undefined)	7	5	7	-3	0.3	-5	4.7	-1	0
Cc1cccc(-n2c(O)c(/C=N/N3CCOCC3)c(=O)[nH]c2=S)c1	-13	-7	-16	4	0.2	-22	-4.8	6	-4

Not all compounds are listed (hit frequency here may not be typical).
